pCIP destab = compounds decreasing mouse p/CIP protein stability; decrease of EGFP signal, % at 10 µM; 290,000 compounds, 0.01% hits; F442A p/CIP-EGFP cells, EGFP fluorescence, 16 h; Q05BA5; AID 1984;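 active = EGFP signal decrease of at least 30% at 10 µM or well 3 SD below plate mean, unless failing retest; inactive = the rest, including hits failing retest or dose response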; also: some compounds called inactive have numbers as strong as hits; many of its hits are not listed in these tables
NALP1 inh = inhibitors of NALP1 inflammasome in yeast. S. cerevisiae NALP1/ASC/caspase-1 growth, X-gal OD620, 72 h. inhibition, % at 10 µM. 280,000 compounds, 0.61% hits; in the data active = inhibition mostly above about 24%, no sharp cut-off; inactive = mostly below about 32%; also: some compounds called inactive have numbers as strong as hits
M18AAP inhibitor = PfM18AAP enzyme inhibition; AID 1822; recombinant PfM18AAP, H-Glu-NHMec fluorogenic cleavage; 290,000 compounds, 1.2% hits; inhibition, % at 7.35 µM;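 active = inhibition above the campaign mean inhibition over all tested compounds plus 3 SD, cut at about 28% in these data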;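 also: 0% = plate median of test compound wells and 100% = 2 mM ZnCl2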
MEKK3 PB1 HTS = modulators (inhibitors or enhancers) of MEK5 binding to human MEKK3 PB1 domain; bead-based flow cytometry, Alexa488-MEK5 binding to MEKK3; actives lie on both sides; 0 = blocked by unlabeled MEK5, 100 = vehicle; binding response (% of control), % at 10 µM; 290,000 compounds, 1.4% hits;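 active = binding response more than 3 SD above or below the average of its plate-row segment, actives on both sides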;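 also: Alexa488 bead fluorescence after subtracting the streptavidin-only scavenger bead signal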
Target sequence (Q99759 whole entry, looked up, the tested form may be a part): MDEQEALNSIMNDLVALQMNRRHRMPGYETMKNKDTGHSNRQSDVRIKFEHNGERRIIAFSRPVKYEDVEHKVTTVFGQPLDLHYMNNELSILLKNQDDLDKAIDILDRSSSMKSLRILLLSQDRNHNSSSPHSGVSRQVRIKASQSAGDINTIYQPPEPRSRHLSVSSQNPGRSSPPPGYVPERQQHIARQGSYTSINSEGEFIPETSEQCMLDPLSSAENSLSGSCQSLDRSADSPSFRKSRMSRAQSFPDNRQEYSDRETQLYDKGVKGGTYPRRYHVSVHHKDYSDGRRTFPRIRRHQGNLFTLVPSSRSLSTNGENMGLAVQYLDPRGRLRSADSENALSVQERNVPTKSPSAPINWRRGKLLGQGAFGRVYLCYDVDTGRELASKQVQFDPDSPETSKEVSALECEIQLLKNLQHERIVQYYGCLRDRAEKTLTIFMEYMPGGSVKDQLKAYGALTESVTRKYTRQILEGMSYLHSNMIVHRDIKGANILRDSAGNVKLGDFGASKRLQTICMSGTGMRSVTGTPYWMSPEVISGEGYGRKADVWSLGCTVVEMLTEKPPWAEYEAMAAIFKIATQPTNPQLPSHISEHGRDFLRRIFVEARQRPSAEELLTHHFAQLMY
MEKK2 mut-MEK5 = signal of MEK5 binding to mutant human MEKK2 PB1 domain | bead flow cytometry, Alexa488-MEK5 binding to MEKK2 mutant | percent response, % at 10 µM | 290,000 compounds, 0.35% hits | AID 1530; in the data active = percent response above about 24%, passing the limit was not always enough; also: inactives centre near 1; some results filed as inactive read as strong as hits; reference of the scale not given here
MEKK2wt PB1 HTS = raises or lowers MEK5 binding to wildtype human MEKK2 PB1 domain; bead flow cytometry, Alexa488-MEK5 binding to MEKK2 WT; actives lie on both sides; binding response (% of control), % at 10 µM; 290,000 compounds, 1.1% hits; in the data active = binding response below about 67% or above about 130%
UBC9 SUMO inh = inhibitors of human SUMOylation (UBC9) | HTRF SUMOylation assay, SAE1/SAE2 + UBC9, in vitro | inhibition, % at 35 µM | 290,000 compounds, 0.36% hits | P63279; in the data active = inhibition above about 50%, passing the limit was not always enough; also: strong numbers were not always called active
Target sequence (P63279 whole entry, looked up): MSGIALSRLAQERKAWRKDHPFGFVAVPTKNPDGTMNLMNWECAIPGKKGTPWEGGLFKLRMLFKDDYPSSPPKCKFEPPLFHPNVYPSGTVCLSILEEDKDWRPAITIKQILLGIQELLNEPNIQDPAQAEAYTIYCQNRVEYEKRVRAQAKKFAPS
IDE cell inh = inhibitors of human insulin-degrading enzyme in cells; P14735; HEK cells, FAbetaB cleavage, fluorescence polarization; inhibition, % at 5.59 µM; 320,000 compounds, 0.41% hits;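 active = percent inhibition above the average of all tested compounds plus 3 SD, set per screening campaign, cut at about 16% in these data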;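 also: IDE supplied by intact live HEK cells; FP after avidin binding of uncleaved biotin substrate so inhibition keeps polarization high; 0% = DMSO wells and 100% = 60 µM reference IDE inhibitor Ii1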
IDE cell activ = IDE (human) activation, cell-based; P14735; HEK cells, FAbeta-B cleavage, fluorescence polarization; 0% vehicle, 100% cell-free pure enzyme wells; activation, % at 5.96 µM; 340,000 compounds, 0.073% hits; AID 493087;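 active = activation above the mean of all tested compounds plus 3 SD, set per screening campaign, cut at about 17% in these data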
* = called active by the depositor; · = not tested or not shown; [ ] = dose if it differs, or a comment. Only part of the results is shown; the hit share may differ from the screen's.

MEKK3 PB1 HTS,IDE cell activ,NALP1 inh,M18AAP inhibitor,pCIP destab,MEKK2 mut-MEK5,UBC9 SUMO inh,IDE cell inh,MEKK2wt PB1 HTS,molecule
106,0,-10,-1,-14,10,14,-1,104,O=C(CN1CCN(c2ccccn2)CC1)NCCc1ccccc1
99,-9,21,-8,-30,3,6,-1,106,CCc1ccc(C(=O)Nc2nc(C)cs2)s1
97,14,-8,-9,-8,9,14,2,105,O=C(O)C1=C[C@@H](c2coc3ccccc3c2=O)C[C@@H](OCc2ccc(CO)cc2)O1
49*[inhibitor],-1,25,-20,-26,-15,0,1,61,CCCCC(=O)NC(=S)Nc1cccc(NC(=O)c2ccccc2)c1
115,3,43,4,-10,-2,2,12,97,Cc1ccccc1OCCNC(=O)/C=C/c1ccccc1
105,1,17,4,-8,6,16,3,107,CCOC(CCNC(=O)c1cn(CCOC)c(=O)c2c1c1ccccc1n2C)OCC
107,6,10,-1,-2,6,6,-2,110,O=C(NCc1cccnc1)/C(=N\O)c1ccccc1
101,9,2,1,7,-1,4,1,97,CC(C)(C)NC(=O)NC(=O)COC(=O)Cc1ccc(Cl)cc1Cl
145*,1,33,-6,-9,0,12,-3,108,CCOC(=O)c1c(NC(=O)c2ccc(N3C(=O)[C@@H]4[C@H](C3=O)[C@H]3C=C[C@@H]4C3)cc2)sc2c1CCCC2
102,-1,6,-4,7,-2,3,11,97,CCOc1cc(/C=N/NC(=O)CSc2nncn2C)ccc1OC(=O)c1ccc(Cl)cc1
100,-9,2,-5,9,-5,-13,3,96,Cc1ccc(-c2nnc(-c3ccncc3)n2-c2ccc(C)cc2)cc1
101,3,0,-3,-10,-1,6,2,99,CCc1ccc(NC(=O)C(=O)N/N=C(\C)CC(=O)Nc2ccc(OC)cc2)cc1
113,-4,23,2,-6,22,3,7,119,NCCC(=O)N1c2ccccc2Sc2ccc(Cl)cc21
96,0,22,-2,-9,6,-3,1,93,O=C(N/N=C/c1ccc(O)cc1)c1csc2c1CCCC2
103,6,25,2,0,2,-14,3,104,CCOc1cc(C(=O)Nc2ccc(F)cc2)cc(Br)c1OC

3 compounds from above, arranged by length of the SMILES, low to high:
MEKK3 PB1 HTS,IDE cell activ,NALP1 inh,M18AAP inhibitor,pCIP destab,MEKK2 mut-MEK5,UBC9 SUMO inh,IDE cell inh,MEKK2wt PB1 HTS,molecule
101,9,2,1,7,-1,4,1,97,CC(C)(C)NC(=O)NC(=O)COC(=O)Cc1ccc(Cl)cc1Cl
105,1,17,4,-8,6,16,3,107,CCOC(CCNC(=O)c1cn(CCOC)c(=O)c2c1c1ccccc1n2C)OCC
97,14,-8,-9,-8,9,14,2,105,O=C(O)C1=C[C@@H](c2coc3ccccc3c2=O)C[C@@H](OCc2ccc(CO)cc2)O1

More structures.
MEKK3 PB1 HTS,IDE cell activ,NALP1 inh,M18AAP inhibitor,pCIP destab,MEKK2 mut-MEK5,UBC9 SUMO inh,IDE cell inh,MEKK2wt PB1 HTS,molecule
101,·,·,1,-10,-5,-1,-2,93,O=C(Nc1nnc(COc2ccc(F)cc2)s1)Nc1ccccc1F
96,2,19,1,11,-8,-6,1,101,CCCCSCCCNC(=O)Nc1ccc(C)c(C)c1
103,7,21,0,-7,5,6,-3,111,O=C(Nc1c(C(=O)N2CCC(N3CCCCC3)CC2)oc2ccccc12)c1ccc(F)cc1
113,-2,22,1,-8,7,-16,-3,111,COc1ccc(C2C(C(=O)Nc3ccccn3)=C(C)Nc3ncnn32)c(OC)c1 (stereo not given)
91,0,-4,-7,-3,-7,13,4,91,Fc1ccccc1Cc1ccc(Cl)nn1
102,-6,36,6,-9,3,-10,1,104,COc1cc2c(cc1OC)C(/C(C#N)=N\O)=NC(C)(C)C2
101,7,20,-11,-3,2,14,-5,105,Cc1cc(NS(=O)(=O)c2ccc(NC(=O)N[C@H](C(=O)O)C(C)C)cc2)no1
81,4,10,9,-1,-8,-3,-5,80,O=S(=O)(Nc1nc2ccc(S(=O)(=O)N3CCCC3)cc2s1)c1ccc(F)cc1
113,7,6,1,-8,6,32,-4,109,Cc1cc(S(=O)(=O)Nc2cccnc2)c(C)s1
94,0,4,5,7,2,-11,1,99,COc1cc(C(=O)Nc2nnc(C3=COCCO3)o2)cc(OC)c1OC
98,·,14,-3,1,3,13,5,94,COc1ccc2c(c1)O[C@H](c1ccc3c(c1)OCO3)[C@@H](OC(=O)N[C@H]1CCCc3ccccc31)C2=O
93,3,14,5,-5,-10,24,-4,91,O=C(CCN1C(=O)C2C3C=CC(C3)C2C1=O)Nc1ccc(F)cc1 (stereo not given)
99,3,14,0,-2,-4,16,4,100,Cc1ccc(C(=O)NS(=O)(=O)c2ccc(C)cc2)cc1
102,1,-3,2,4,2,20,-1,102,Fc1cc2nccnc2cc1N1CCSCC1
99,-1,9,2,-11,3,4,-2,101,O=C(Nc1ccc(Oc2ccsc2C(=O)O)cc1)c1ccccc1F
101,3,12,-1,-1,3,8,5,105,CCN(CC)C(=O)CS(=O)CC(=O)Nc1cc(OCCOC)c(Cl)cc1Cl (stereo not given)
101,0,11,2,-7,-6,5,-2,88,Cc1ccc2c3c([nH]c2c1)C(=O)CC(C)(C)S3
116,8,8,10,-11,1,-10,2,117,Clc1ccc2c(c1)C(N1CCNCC1)Cc1ccccc1S2 (stereo not given)
105,2,30,-6,8,11,-11,4,132,CCc1ccc(CN(C)CC(O)COc2cccc3ccccc23)cc1 (stereo not given)
99,2,1,-1,1,0,5,1,97,CCCn1c(=O)c2ccccc2n2c(SC(C)C(N)=O)nnc12 (stereo not given)
97,2,18,4,8,-1,-13,0,100,CC(=O)Nc1ccc(C(=O)OCc2ccc(Cl)cc2)cc1
129*,1,10,5,9,8,-2,-4,115,O=C(c1ccco1)N1CCN(CC(O)Cn2c3ccccc3c3ccccc32)CC1 (stereo not given)
103,4,-38,2,-20,3,-11,1,106,Cc1[nH]c2ccccc2c1-c1nc2ccccc2[nH]1
105,6,-5,-6,-4,4,13,-4,107,COc1ccccc1NC(=S)NCCc1ccc(Cl)cc1
100,·,76,18,3,3,10,-5,102,O=C1c2cccc(O)c2C(=O)c2c(O)cccc21
102,4,5,3,-4,-2,-20,1,97,O=C(CN1CCCCCC1)Nc1ccc([N+](=O)[O-])cc1Br
70,1,16,-1,2,3,6,-1,82,CCC(=O)N1c2ccccc2C(N(C(C)=O)c2ccccc2)CC1C (stereo not given)
103,8,-6,-9,-12,-1,-6,-1,95,Cc1c(Cl)cccc1NC(=S)N(CCN(C)C)C(C)c1ccccn1 (stereo not given)
94,-4,37,-13,-8,-12,12,8,95,COc1ccccc1CNC(=O)/C=C/C(=O)O
100,4,16,4,0,-8,-18,5,102,Cc1ccc(NC(=O)C(OC(=O)c2cc(C)oc2C)c2ccccc2)cc1 (stereo not given)
98,1,3,0,0,-1,2,6,100,O=C(Cc1ccc(S(=O)(=O)N2CCOCC2)s1)Nc1ccccc1Br
97,3,-2,-4,-6,5,8,7,98,CCCn1c(=O)c2c(nc3n2CCCN3CCc2ccccc2)n(C)c1=O
103,0,9,4,-4,0,22,0,103,O=C(CSc1nnc(Cc2ccccc2)o1)NCCN1C(=O)CSC1=O
94,-2,-23,4,-7,-9,9,-2,92,COc1ccc(NC2SC(=O)N(C)C2=O)cc1 (stereo not given)
103,-3,12,-14,8,10,-52,2,106,O=C(N/N=C/c1cc([N+](=O)[O-])ccc1O)c1cc(-c2ccccc2)nc2ccccc12
101,2,24,0,9,3,21,6,107,CC(NCc1ccc2c(c1)OCO2)c1ccccc1 (stereo not given)
116,12,15,-1,-13,0,-8,-2,102,COc1ccc(CN(C(=O)c2nsc(Cl)c2Cl)C(C(=O)NC2CCCC2)c2ccc(C)cc2)cc1 (stereo not given)
101,7,-4,0,-3,-1,11,-6,95,O=C(CN1CCOCC1)N/N=C/c1ccco1
105,0,42,-1,-18,2,20,3,107,Cc1cccc(N2CCN(C(=O)C3CCN(S(=O)(=O)c4cccc5nsnc45)CC3)CC2C)c1 (stereo not given)
106,3,-7,-3,-3,3,0,6,109,CC1CC(C#N)N(N(C)C)C1=C(C#N)C#N (stereo not given)
112,2,-5,-3,-4,4,18,2,112,Cn1c(CCNC(=O)C(C)(C)C)nc2ccccc21
119,2,20,0,-5,1,16,-1,107,Nc1nnc(SCCCC(=O)c2ccc(Br)cc2)s1
100,-4,24,-2,5,13,-8,4,95,CC(=O)Nc1ccc(NC(=O)Cc2sc(C)nc2-c2ccc(C)cc2)cc1
102,2,·,-2,-6,-1,13,6,99,Cc1ccc2nc3c(nc2c1C)C(O)=C3O
97,4,-35,24,-2,-4,6,0,92,Cc1cccc(NC(=S)NNc2cccc(Cl)c2)c1
95,-3,-10,-10,-12,-9,-5,-1,94,O=S(=O)(Nc1ccccc1N1CCCCC1)c1ccc(F)cc1F
108,-2,14,5,-3,5,-10,1,110,CC(C)CCn1c(N)c(S(=O)(=O)c2cccs2)c2nc3ccccc3nc21
98,7,30,4,-5,1,-16,6,99,Cc1ccccc1Cn1ccc(NC(=O)c2nn(C)cc2[N+](=O)[O-])n1
83,0,11,-6,-2,-16,5,-1,86,COc1ccc(C(=O)Nc2ccc3nc(C)sc3c2)cc1OC
99,2,6,1,12,4,-22,-6,107,CCN(CC)CCCN(C)C(=O)Cn1nc(Cc2ccncc2)c2ccccc2c1=O
107,6,18,0,1,4,35,-1,103,COc1ccc(NC(=O)Cn2nnc(-c3ccccc3NC(=O)c3cccs3)n2)cc1
108,-3,10,-13,-10,8,33,-1,107,CCOc1ccccc1C1C(C#N)=C(N)N(N(C)C)C2=C1C(=O)CCC2 (stereo not given)

Screens deposited in PubChem by several laboratories.
